Pf Dd2 inh: blocks in vitro growth of P. falciparum Dd2 | P. falciparum Dd2 growth, SYBR Green, 72 h | Potency, µM (doses to about 28.9 µM), inactives show at the highest dose activity, negative = inhibition, usual class: inhibitors | 120,000 compounds, 4.3% hits; active means well fitted inhibition curve with a large enough effect; inconclusive means small, poorly fitted or top-dose-only effect; inactive means no such curve, though single readings can be large or run the other way;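 further: plate controls were DMSO vehicle for no effect and reference drug for full effect; nearly all actives have a fitted effect of over 65% in size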
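Infected erythrocytes (Dd2, 0.3% parasitemia, 2.5% hematocrit final) are added to compound in RPMI-1640/Albumax II medium, grown 72 h at 37C in low oxygen, then lysed with saponin/Triton-X containing SYBR Green and read by fluorescence.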
Active calls of the source: *; i = inactive; ? = inconclusive; [ ] = remark or other dose. Potency means the concentration at half of the fitted maximal effect.

SMILES | Pf Dd2 inh
COc1ccc(N2CCN(C3CCCN(CC(N)=O)C3)CC2)cc1 (stereo not given) | -13%
COc1cccc(-n2c(SCC(=O)Nc3cc(C)ccc3C)nc3c(oc4ccccc43)c2=O)c1 | ?
O=C(Nc1cccc2cccnc12)c1ccccc1[N+](=O)[O-] | 0%
Cn1cc(-c2cnc3[nH]cc(CC(=O)N4CCN(Cc5ccccc5)CC4)c3c2)cn1 | i
Cc1cc(F)ccc1NC(=O)c1ccc2nc(Cc3ccccc3)oc2c1 | -21%
Cc1noc(-c2cccc(OC3CN(C(=O)NCC(C)C)C3)c2)n1 | i[5.79 µM]
O=C(CN1C(=O)NC(c2ccccc2Cl)C2=C1COC2=O)Nc1ccc(F)c(F)c1 (stereo not given) | i
Cc1ccccc1NC(=O)CN1C(=O)NC(c2ccccc2Cl)C2=C1COC2=O (stereo not given) | ?
CCN(C(=O)c1cc(S(=O)(=O)N2CCc3ccccc32)cn1C)c1cccc(C)c1 | ?
Cc1ccc(C(=O)Nc2nc(-c3nnn(-c4cccc(C(F)(F)F)c4)c3C)ns2)cc1 | -1%
CN(C)C(C(=O)N1CCSCC1)c1ccc(F)cc1 (stereo not given) | -6%
COc1cc2c(cc1OC)C(CNC(=O)c1ccc(C)cc1)N(C(=O)Nc1ccccc1F)CC2 (stereo not given) | ?
O=C(Nc1ccc2c(c1)C(=O)N1CCC[C@H]1C(=O)N2)c1cc(-c2ccc3c(c2)CCO3)n[nH]1 | ?
COCc1cc(C)nc2sc3c(=O)n(-c4cc(C)ccc4C)nnc3c12 | -4%
CCCc1noc(-c2ccn3c(CNC(=O)c4ccc(CC)cc4)nnc3c2)n1 | ?
O=C(c1ccc(F)cc1)N1Cc2[nH]cnc2C[C@H]1c1nc(-c2ccc(Cl)cc2)no1 | ?
Cc1cc(N2CCN(Cc3nc(-c4cccc(Cl)c4)no3)CC2)cc(C)n1 | 10µM*
COc1ccc(Cl)cc1C(=O)NC1CCN(c2cc(-c3cccs3)[nH]n2)C1 (stereo not given) | -3%
Cc1nc(N2CCCCC2)n(CC(=O)Nc2cccc(F)c2)c(=O)c1C | 4µM*
O=C(CC1CCN(C(=O)c2cc(F)ccc2F)C1)NC1CC1 (stereo not given) | 28%
O=C1CC2(CCN(Cc3ccc(C(F)(F)F)cc3)CC2)Oc2ccccc21 | ?
Cc1ccccc1S(=O)(=O)NCC1Cn2cccc2C(=O)N1C (stereo not given) | -5%
CC(CNC(=O)c1sc2ncccc2c1-n1cccc1)c1ccccc1 (stereo not given) | 15%
COc1ccc(CN2CCOC[C@H]2c2ncc(-c3ccc(OC)cc3)[nH]2)cc1 | ?
CS(=O)(=O)c1cnc(NCCN2CCOCC2)nc1C1CCCNC1 (stereo not given) | 16%
O=C1Nc2ccccc2CC12CCCN(Cc1cccnc1)C2 (stereo not given) | ?
CN(C)Cc1nnc(C2CC(NC(=O)c3conc3-c3ccccc3)C2)n1C (stereo not given) | -8%
CC(=O)N1CC2(CCN(Cc3cnc(N)nc3)CC2)CC1C(=O)O (stereo not given) | -9%
Cc1ccc(N2CCC(NC(=O)c3ccccc3C)C2=O)cc1 (stereo not given) | -7%
CC(C)CNC(=O)c1c(-c2ccccc2)c(-c2ccccc2)nn(C)c1=O | i
COc1ccc(CNC(=O)[C@@H]2Cc3nc[nH]c3CN2Cc2ccc(C(=O)O)cc2)cc1 | 1%[44.1 µM]
CC(C)C(=O)N1CCC(CCOc2ccccc2)C1 (stereo not given) | i
CN(C)c1nc(C2CC(N)C2)cc(N(C)Cc2cnn(C)c2)n1 (stereo not given) | -17%
COc1ccccc1CNC(=O)CSc1ncc2c(n1)-c1ccc(Cl)cc1N(Cc1ccccc1)S2(=O)=O | 1%
CCN1CC2(CCN(C(=O)CC(Cc3ccccc3)c3ccco3)CC2)CC1=O (stereo not given) | -5%
COC(=O)[C@@H]1Cc2ncn(C(C)C)c2CN1S(=O)(=O)c1cccs1 | -24%[44.1 µM]

In the list so far, 6 contain a Cl atom:
SMILES | Pf Dd2 inh
O=C(CN1C(=O)NC(c2ccccc2Cl)C2=C1COC2=O)Nc1ccc(F)c(F)c1 (stereo not given) | i
Cc1ccccc1NC(=O)CN1C(=O)NC(c2ccccc2Cl)C2=C1COC2=O (stereo not given) | ?
O=C(c1ccc(F)cc1)N1Cc2[nH]cnc2C[C@H]1c1nc(-c2ccc(Cl)cc2)no1 | ?
Cc1cc(N2CCN(Cc3nc(-c4cccc(Cl)c4)no3)CC2)cc(C)n1 | 10µM*
COc1ccc(Cl)cc1C(=O)NC1CCN(c2cc(-c3cccs3)[nH]n2)C1 (stereo not given) | -3%
COc1ccccc1CNC(=O)CSc1ncc2c(n1)-c1ccc(Cl)cc1N(Cc1ccccc1)S2(=O)=O | 1%

Further records:
SMILES | Pf Dd2 inh
O=C(Cc1ccc(F)cc1)N1CCCC(c2nn(-c3ccccc3)c(=O)[nH]2)C1 (stereo not given) | ?
Cc1nc(-c2c3n(c(=O)n(CC(=O)NCc4ccccc4Cl)c2=O)CCCCC3)no1 | -1%
O=C(NC1CC(c2nnc(CO)n2C2CC2)C1)C1(c2ccccc2)CCCC1 (stereo not given) | -4%
O=C1CC2(CCN(S(=O)(=O)c3cccs3)CC2)Oc2ccccc21 | ?
Cc1noc(-c2ccc(OC3CN(C(=O)Cc4cccs4)C3)cc2)n1 | 26%[5.79 µM]
CCOc1ccc(NC(=O)Cn2c(=O)n(CCC(=O)NCCc3ccccc3)c(=O)c3ccccc32)cc1 | i
COc1ccc(-c2cc3nc4c(c(=O)n3[nH]2)CN(C(=O)CN(C)S(=O)(=O)c2cnc[nH]2)CC4)cc1 | -17%[5.79 µM]
Cc1ccc(-n2ncc3c(Nc4cccc(C(F)(F)F)c4)ncnc32)cc1C | ?
O=C(Nc1cccc(Cl)c1)c1cc(-c2ccc3c(c2)OCCO3)on1 | -1%
Cc1cc(C(=O)N2CC(F)(F)C[C@H]2c2nnc(C3CC3)o2)on1 | -25%
COc1ccc(C(=O)Nc2ccc3c(N4CCCCC4)ncnc3c2)cc1 | -22%
COC[C@H]1CCCN1C(=O)CC[C@H]1CNC(=O)[C@@H]2[C@@H](CCN2Cc2ccccc2)N1C | 14%[44.1 µM]

A draw from above in order of count of non-hydrogen atoms, rising.
SMILES | Pf Dd2 inh
Cc1cc(C(=O)N2CC(F)(F)C[C@H]2c2nnc(C3CC3)o2)on1 | -25%
O=C(Cc1ccc(F)cc1)N1CCCC(c2nn(-c3ccccc3)c(=O)[nH]2)C1 (stereo not given) | ?
Cc1nc(-c2c3n(c(=O)n(CC(=O)NCc4ccccc4Cl)c2=O)CCCCC3)no1 | -1%

Continuation.
SMILES | Pf Dd2 inh
CCOc1ccc(NC(=O)CSC2=Nc3ccccc3C3=NC(CC(=O)NCc4ccccc4OC)C(=O)N23)cc1 (stereo not given) | i
CCSc1ncc(Cl)c(C(=O)N(Cc2ccccc2Cl)C2CCS(=O)(=O)C2)n1 (stereo not given) | 94%[activator]
O=C(NCc1ccc(F)cc1)c1cc2cccc3c2n1CCS3 | -1%
O=C(Cc1ccccc1Cl)N1CCC2(CC1)NC(=O)N(c1ccc(F)cc1)N2 | -18%
COc1cccc(CNC(=O)CSc2n[nH]c(-c3ccccc3Cl)n2)c1OC | ?
O[C@@H]1C[C@@H](c2nc(-c3ccccc3)no2)N(Cc2ncc[nH]2)C1 | ?
O=C(CN1C(=O)NC(c2ccccc2)C2=C1COC2=O)NC1CCCC1 (stereo not given) | -10%
Cc1ccc(C(=O)N2CC(C)(C)[C@@](C)(O)C2)cc1N1CCNC1=O | 0%
COc1ccc(OC)c(NC(=O)c2ccc3c(c2)N(C)C2CCCCN2C3=O)c1 (stereo not given) | ?
CC(C)CN(C)C(=O)c1cc(-c2cnn(C(C)C)c2)nc2ccc(F)cc12 | ?
CCOc1ccc(C2C(C(=O)Nc3ccccc3)=C(C)Nc3nc(SCc4cc(C)ccc4C)nn32)cc1 (stereo not given) | 39%
CN(CC(=O)NCCc1noc(-c2cccnc2)n1)S(=O)(=O)c1cccs1 | i

Rewritten tab-delimited: entries from further up.
Compound	Pf Dd2 inh
O=C(NCc1ccc(F)cc1)c1cc2cccc3c2n1CCS3	-1%
O=C(CN1C(=O)NC(c2ccccc2)C2=C1COC2=O)NC1CCCC1 (stereo not given)	-10%
Cc1ccc(C(=O)N2CC(C)(C)[C@@](C)(O)C2)cc1N1CCNC1=O	0%

Additional results.
SMILES | Pf Dd2 inh
Cc1ccc(Cl)cc1NC(=O)Cn1c(=O)c2ccccc2n2nncc12 | 2%
O=C(CNS(=O)(=O)c1ccc(Br)s1)N1CCN(c2ccccc2F)CC1 | 1%
O=C(NCc1ccco1)c1ccc(Cn2ccn3nc4c(c3c2=O)CCCC4)cc1 | -15%
CC(C)CNc1ccc2nnc(-c3ccccn3)n2n1 | i
COc1ccc(C(=O)N2CCCCC2c2n[nH]c(C)n2)cc1 (stereo not given) | -4%
COCCCNC(=O)C(NC(=O)c1ccccc1C)C1CCN(C(=O)CCc2ccccc2)CC1 (stereo not given) | 12%
Cc1cccnc1CN1C[C@@H](F)[C@@H](OCc2nc3ccc(F)cc3[nH]2)C1 | i
NC(=O)[C@H](CC1CCCCC1)NC(=O)[C@H]1CNCCN1C(=O)c1cccs1 | i
CCN(CC)Cc1cnc2c(C(=O)NCCc3ncc[nH]3)cnn2c1 | 6%
COc1ccc(NC(=O)c2oc3c(c2C)-c2nn(Cc4ccccc4Cl)cc2CC3)cc1OC | -16%
CCCC(C)C(=O)N1CCn2nc(C(=O)Nc3ccccc3)cc2C1 (stereo not given) | -16%
Cc1ccc(-c2ccc3nnc(CNC(=O)Cc4cccs4)n3n2)cc1C | i

3 records drawn at random from those above, as already listed:
SMILES | Pf Dd2 inh
CCCC(C)C(=O)N1CCn2nc(C(=O)Nc3ccccc3)cc2C1 (stereo not given) | -16%
O=C(NCc1ccco1)c1ccc(Cn2ccn3nc4c(c3c2=O)CCCC4)cc1 | -15%
COCCCNC(=O)C(NC(=O)c1ccccc1C)C1CCN(C(=O)CCc2ccccc2)CC1 (stereo not given) | 12%

Continued:
SMILES | Pf Dd2 inh
CC(=O)N1CC2(CCN(Cc3ccccn3)CC2)Cc2ccccc21 | -12%
Cc1noc(C)c1S(=O)(=O)N1CCC(N(C(=O)C2CC2)C2CCOCC2)CC1 | i
COc1ccc(N2CC(C(=O)N3CCCOCC3)CC2=O)cc1Cl (stereo not given) | -1%
COc1ccc(S(=O)(=O)Nc2ccc3oc4c(c3c2)CCCC4)cc1 | -15%
CNC(=O)N1CCc2nc(N3CCN(C)CC3)[nH]c(=O)c2CC1 | 16%[5.79 µM]
COCCn1ncc(N2CCCC(CC(=O)NCCc3c[nH]c4ccccc34)C2)cc1=O (stereo not given) | -6%
COC(=O)[C@@H]1Cc2ncn(Cc3ccccc3)c2CN1C(=O)CC(C)(C)C | ?
COc1ccc(Cn2c(C3CCN(C(=O)C(C)c4ccccc4)CC3)n[nH]c2=O)cc1 (stereo not given) | -11%
CN(C)C(=O)N1CCCC(c2nnc3n2CCNC3)C1 (stereo not given) | -2%
COc1ccc(C)cc1-n1c(-c2ccc(C)cc2)cc2c1CC(C)(C)CC2=O | ?
COc1cccc(CN2C[C@]34C=C[C@H](O3)C(C(=O)N3CCCCC3)C4C2=O)c1 (stereo not given in full) | -7%
CNC(=O)[C@@H]1CN(C(=O)c2cc(OC)cc(OC)c2)C[C@H]1COC | ?
COc1ccc(-c2nc3cc(C)ccc3cc2CN2CCC[C@@H]2CO)cc1OC | ?
COc1ccc(F)cc1S(=O)(=O)N1[C@@H]2CC[C@H]1CC(NC(=O)c1ccc(F)cc1)C2 (stereo not given in full) | i
Cc1ccc(CNC(=O)N2CCN(C(=O)N3CC4CC(C3)[C@H]3CCCC(=O)N3C4)CC2)cc1 (stereo not given in full) | -19%
O=C(NC1CC(=O)N(c2ccc(F)cc2)C1)C1CCCCC1 (stereo not given) | i
CCC(=O)N1Cc2ccccc2CC2(CCCCN2CC2CCOCC2)C1 (stereo not given) | ?
O=C(NC1CCCCCCC1)C1CCN(C(=O)c2ncn3c2COC(c2ccc(F)cc2)C3)CC1 (stereo not given) | -21%
CSCc1noc(Cn2nc(C)c3ccccc3c2=O)n1 | 2%
O=S(=O)(c1ccc2c(c1)CCCC2)N1CCCC(Cn2cnc3cccnc32)C1 (stereo not given) | -7%
COc1ccc(CC(=O)N2CCC(N3CC4CC(C3)[C@H]3CCCC(=O)N3C4)CC2)cc1Cl (stereo not given in full) | ?
CCN(CC)CCCNC(=O)c1ccc2c(c1)NC(=O)C(CS(=O)(=O)Cc1cccc(Br)c1)N2 (stereo not given) | 9%
CCc1nn2c(=O)c(S(=O)(=O)Nc3ccc(Cl)cc3)c(C)nc2s1 | ?
CCOc1ccc(CCNC(=O)c2ccc3c(c2)sc2nc(-c4ccc(F)cc4)cn23)cc1OCC | 5.6µM*
O=C(O)Cn1nc(C2CCOC2)nc1C1(c2ccccc2)CC1 (stereo not given) | -5%
CCCNC(=O)C1COC2(CCN(C(=O)CC)CC2)N1C(=O)c1cccc(OC)c1 (stereo not given) | 1%
CCC(=O)N1Cc2ccccc2CC2(CCCCN2Cc2ccncc2)C1 (stereo not given) | ?
COc1ccccc1C(=O)N1CCc2nnc([C@@H]3C[C@@H](O)CN3C(C)C)n2CC1 | 12%
Clc1ccc2nc(NCc3ccccc3)c3nncn3c2c1 | 20%
O=C(c1cccs1)N1CCC(n2cc(-c3nc(-c4ccccc4)no3)nn2)CC1 | ?
COc1ccc(NC(=O)c2cc(C3CC3)nc3c2c(C)nn3-c2ccccc2)cc1 | 6%
Cn1ccc(NC(=O)c2ccc(-c3ncc4cnc(-c5cccc(F)c5)cn34)cc2)n1 | -18%[44.1 µM]
CCOCCCNC(=O)c1cc2c(=O)n3ccccc3nc2s1 | -17%

An excerpt; rates above refer to the full screens.
